KCNH2 3.1 inh: KCNH2 3.1 (human) potassium channel inhibition; U2OS KCNH2 3.1, thallium flux FluxOr; stronger effect = lower value; activity change, % (tested at about 1.8 µM); AID 720553; actives 0.95% (n = 340,000);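 active means maximum activity change below -70%; inconclusive means maximum activity change from -70% to -50%; inactive means maximum activity change above -50%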;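 further: thallium influx rate constant from kinetic fluorescence after stimulation buffer; on the % scale 0 is the no-effect control and ±100 the full control effect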
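Kinetic fluorescence (2 min after stimulation buffer) measures Tl+ influx through KCNH2 3.1 expressed by viral transduction in U2OS cells; the rate constant is normalized against DMSO controls serving as positive and negative references.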
RORgamma inh: blocks mouse ROR gamma transcriptional activity; P51450; Drosophila S2 Gal4-RORgamma UAS-luciferase reporter, 20 h; Potency, µM (highest dose often 53.6 µM), without a hit: top-dose activity change, negative = inhibition, most hits filed as inhibitors; actives 5.4% (n = 310,000); further: potency means the concentration at half of the fitted maximal effect; on the % scale 0 is the no-effect control and ±100 the full control effect; nearly all actives have a fitted effect of over 60% in size
Target sequence (P51450 whole entry, looked up, the tested form may be a part): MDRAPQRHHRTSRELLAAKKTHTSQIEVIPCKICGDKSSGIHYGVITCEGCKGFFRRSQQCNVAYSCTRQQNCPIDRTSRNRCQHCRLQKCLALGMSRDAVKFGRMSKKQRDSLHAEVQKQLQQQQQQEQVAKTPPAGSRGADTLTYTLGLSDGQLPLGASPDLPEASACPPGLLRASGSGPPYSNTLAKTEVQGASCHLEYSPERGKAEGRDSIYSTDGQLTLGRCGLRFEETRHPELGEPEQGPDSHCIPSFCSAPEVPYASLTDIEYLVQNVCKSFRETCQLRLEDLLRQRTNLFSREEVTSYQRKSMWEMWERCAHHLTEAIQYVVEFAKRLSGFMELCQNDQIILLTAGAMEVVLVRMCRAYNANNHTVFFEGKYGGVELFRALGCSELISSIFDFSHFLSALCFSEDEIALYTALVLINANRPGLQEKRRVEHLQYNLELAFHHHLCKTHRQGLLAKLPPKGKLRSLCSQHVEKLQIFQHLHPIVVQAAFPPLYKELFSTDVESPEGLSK
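ROR gamma transcriptional activity was tracked as Gal4-UAS luciferase output in stably transfected Drosophila Schneider cells, with compound added 1 hr before 700 uM copper sulfate induction and a 20 hr ambient-temperature incubation.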
ELG1 genotox: inducers of genotoxicity in HEK293T ELG1-luciferase cells; HEK293T ELG1-luciferase reporter, luminescence, 16 h; Potency, µM (highest dose often 46 µM), without a hit: at the highest dose activity change, positive = activation, hits mostly activators; actives 1.3% (n = 330,000); AID 504466; further: potency means the concentration at half of the fitted maximal effect; % of control where 0% means no effect; nearly all actives have a fitted effect of over 60% in size
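Reporter readout depends on ELG1 protein level, which increases with genetic stress. After 16 hr compound exposure at 37 °C, luciferase activity was quantified using ONE-Glo.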
Gal4-VP16 FLuc: Gal4-VP16 reporter inhibition counter-screen. Drosophila S2 Gal4-VP16 UAS-luciferase, luminescence, 20 h. Potency, µM (highest dose often 53.6 µM), for inactives: top-dose activity, negative = inhibition, usual class: inhibitors. actives 3.5% (n = 310,000). AID 2546;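 further: Gal4-VP16 expression switched on by copper sulfate through the metallothionein promoter; potency means the concentration at half of the fitted maximal effect; on the % scale 0 is the no-effect control and ±100 the full control effect; nearly all actives have a fitted effect of over 50% in size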
uPA surface inh: blocks generation of uPA at the cell surface. actives 0.31% (n = 330,000). AID 540303. Potency, µM (titrated, usually from 38.3 µM), without a hit: at the highest dose activity change, negative = inhibition, usual class: inhibitors. cell surface uPA generation assay, qHTS; active means well fitted inhibition curve with a large enough effect; inconclusive means small, poorly fitted or top-dose-only effect; inactive means no such curve, though single readings can be large or run the other way; tested in mouse RAW 264.7 cells; further: potency means the concentration at half of the fitted maximal effect; on the % scale 0 is the no-effect control and ±100 the full control effect; nearly all actives have a fitted effect of over 55% in size
FBPA coupling cs: counter-screen for Giardia aldolase inhibitors: coupling enzyme system. coupling enzyme system counterscreen, AmpLite Red fluorescence. activity change, negative = inhibition, % at 58.2 µM, hits read low. actives 0.67% (n = 290,000). AID 2472; in the data active means activity change below about -30%; further: on the % scale 0 is the no-effect control and ±100 the full control effect
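Coupling enzymes only (glyceraldehyde-3-phosphate) + compound, at 57.5 uM final, 10 min RT; add substrate/coupling/AmpLite Red mix, 20 min RT; fluorescence ex 525/em 598 nm. Actives flag coupling-system interference.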
NPC1 prom act: activators of NPC1 promoter; actives 2.4% (n = 320,000); Huh7 NPC1 promoter luciferase reporter, 24 h; Potency, µM (top dose mostly 9.22 µM), for inactives: top-dose activation, hits mostly activators; AID 485313;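 further: potency means the concentration at half of the fitted maximal effect; % of control where 0% means no effect; nearly all actives have a fitted effect of over 60% in size; reporter is driven by a mutant NPC1 promoter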
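Luminescence read-out of NPC1 promoter-driven luciferase in stably transfected Huh7 cells; compounds delivered in DMSO and left 24 h at 37C, 5% CO2, qHTS titration format.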
Giardia kill: Giardia lamblia killing; Giardia lamblia trophozoite viability; activity change, % at 7.66 µM, hits read low; actives 0.15% (n = 340,000); AID 540267; in the data active means activity change below about -80%; inconclusive means between about -30% and that limit;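 further: parasites exposed to compound for two days anaerobically before the ATP read; on the % scale 0 is the no-effect control and ±100 the full control effect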
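Luminescence from cellular ATP indicates surviving trophozoites (100 cells/well) following 48 hrs anaerobic compound treatment at 37 deg C; signal develops 15-30 min at room temperature.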
Tb PFK block: blocks T. brucei phosphofructokinase; AID 485367; O15648; T. brucei PFK, ADP-Glo luminescence; Potency, µM (titrated, usually from 57.5 µM), without a hit: at the top dose activity, negative = inhibition, actives largely listed as inhibitors; actives 0.17% (n = 330,000);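 further: potency means the concentration at half of the fitted maximal effect; 0% = uninhibited 1x PFK enzyme wells and -100% = no-enzyme wells; nearly all actives have a fitted effect of over 60% in size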
Target sequence (O15648 whole entry, looked up): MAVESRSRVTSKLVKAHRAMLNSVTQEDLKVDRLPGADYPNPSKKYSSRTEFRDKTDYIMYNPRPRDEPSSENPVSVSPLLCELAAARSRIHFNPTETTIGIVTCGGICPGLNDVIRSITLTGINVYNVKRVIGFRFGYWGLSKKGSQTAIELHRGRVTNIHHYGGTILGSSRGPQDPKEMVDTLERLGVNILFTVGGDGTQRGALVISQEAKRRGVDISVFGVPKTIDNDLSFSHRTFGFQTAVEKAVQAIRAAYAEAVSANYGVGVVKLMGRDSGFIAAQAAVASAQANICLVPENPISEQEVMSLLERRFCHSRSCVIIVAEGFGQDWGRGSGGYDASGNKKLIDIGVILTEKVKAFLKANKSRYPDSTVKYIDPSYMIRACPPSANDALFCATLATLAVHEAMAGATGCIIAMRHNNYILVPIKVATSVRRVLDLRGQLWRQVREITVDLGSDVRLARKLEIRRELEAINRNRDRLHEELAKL
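ADP-Glo luminescence quantified ADP after 45 min at room temperature, with 1.25 nM T. brucei PFK, 0.1 mM ATP and 0.5 mM fructose-6-phosphate in pH 8.0 TEA buffer. qHTS titrations up to 57 µM; curves classified by quality.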
Rab9 promoter act: activators of Rab9 promoter; Huh7 Rab9 promoter-luciferase reporter, luminescence, 24 h; Potency, µM (series often up to 9.22 µM), for inactives: at the top dose activation, negative = inhibition, actives largely listed as activators; actives 2.8% (n = 320,000); AID 485297; further: potency means the concentration at half of the fitted maximal effect; % of control where 0% means no effect; nearly all actives have a fitted effect of over 60% in size
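Steps: seed 1500 Huh7 Rab9-luc cells per well, rest 2 h at 37 °C; add compound in DMSO; incubate 24 h; add luciferase reagent, 10 min ambient; read luminescence.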
FLuc modulator: counter-screen for miR-21 project: firefly luciferase inhibitors or activators; actives 6.9% (n = 360,000); purified FLuc, Km substrates, luminescence inhibition; Potency, µM (titrated, usually from 57.5 µM), for the others: top-dose activity change, negative = inhibition, actives largely listed as inhibitors; P08659; AID 588342;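 further: potency means the concentration at half of the fitted maximal effect; plate controls were vehicle for no effect and reference inhibitor for full effect; nearly all actives have a fitted effect of over 55% in size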
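Purified P. pyralis luciferase, 10 nM final, with Km-level 10 uM D-luciferin and 10 uM ATP in 50 mM Tris acetate pH 7.5, 10 mM Mg acetate, 0.01% Tween-20, 0.05% BSA; 6-point qHTS titration about 60 µM downward; luminescence read.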
* hit, by the source's call; ? = inconclusive; nt = no result given; & = joins results of further samples; [ ] = remark or other dose. Unless noted, the call rests on the fitted dose curve; in most records, active means well fitted curve in the direction sought with a large enough effect; inconclusive means small, poorly fitted or top-dose-only effect, or another doubt; inactive means no such curve, though single readings can be large; an effect the other way counts as inactive or inconclusive. The order is random; 14% or so of the library scored in one or more.

Values run as follows: KCNH2 3.1 inh	RORgamma inh	ELG1 genotox	Gal4-VP16 FLuc	uPA surface inh	FBPA coupling cs	NPC1 prom act	Giardia kill	Tb PFK block	Rab9 promoter act	FLuc modulator
> CCn1cc(Cl)c(C(=O)Nc2ccccc2C(N)=O)n1
 : 12	-15%	-2%	10%	1%	0	11%	1	3%	25%	-18%
> O=C(OCn1ncc(Cl)c(Cl)c1=O)c1ccccc1Cl
 : -27	-89%	-17%	13µM*	-7%	1	-44%[inhibitor]	-3	-1%	-49%[inhibitor]	-1%
> COc1ccccc1C(=O)N/N=C(\C)CC(=O)Nc1ccc(Cl)cn1
 : -6	-39%	7%	22%	2%	0	15%	0	6%	-1%	-8%
> CC1CCCC(C)N1c1nnc(NC(=O)c2cc(-c3ccc(Br)cc3)on2)s1 (stereo unspecified)
 : 11	-2%	-11%	?	-2%	11	0%	?	1%	0%	-16%
> Cc1cccn2c(=O)c3cc(C(=O)NC4CCCCCC4)sc3nc12
 : 6	5%	6%	-14%	-4%	-1	7%	1	1%	8%	-11%
> CC1(C)CC2(CCO1)C(Nc1ccccc1)=NC(=S)N2CC(N)=O (stereo unspecified)
 : -6	1%	3%	-1%	10%	3	-6%	1	0%	-7%	-2%
> CCn1cc(CCC(=O)NC2CCCC2)c2ccccc21
 : 3	6%	-2%	5%	2%	-1	-1%	30	1%	10%	1%
> CC(C)C1Cc2c(sc3c2c(=O)n(-c2ccccc2)c2n[nH]c(=S)n32)CO1 (stereo unspecified)
 : -1	-36%	-2%	0%	15%	-1	-5%	7	-8%	-5%	3%
> CCN(C(=O)CCS(=O)(=O)c1ccc(Br)cc1)c1ccc2c(c1)OCO2
 : -1	-1%	-2%	-3%	-2%	-2	-1%	-8	3%	0%	0%
> N/C(=N\OC(=O)c1ccc(Cl)cc1)c1[nH]ncc1Br
 : 16	?	?	?	?	-2	?	-13	-9%	3.2µM*	0.13µM*
> Cn1nc(C(F)(F)F)cc1-c1ccc(/C=C(\C#N)C(=O)c2cccc(C(F)(F)F)c2)s1
 : 1	-19%	?	-9%	-1%	2	?	3	-2%	?	2%
> Cc1[nH]c2ccc(C(=O)NC3CCCC3)cc2c1C
 : -21	nt	12%	nt	-6%	nt	13%	-23	0%	?	nt
> CCOc1cccc(CNc2ccc(O)cc2)c1OCc1ccccc1Cl
 : -4	-1%	0%	-4%	2%	1	0%	-21	0%	-4%	-15%&-1%
> COc1cc(C(=O)NCCNc2nc3cc(C)ccc3cc2C#N)cc(OC)c1OC
 : -4	?	-4%	-9%	16%	-7	-2%	5	0%	-3%	0%
> O=C(CSc1n[nH]c(=O)[nH]c1=O)NC1CC1
 : 2	21%	-1%	-3%	14%	0	6%	4	-3%	2%	4%
> Cc1ccc(NC(=O)CN(C)C(=O)c2cc(-c3ccco3)nc3ccccc23)cc1
 : -31	nt	-4%	nt	-3%	nt	-4%	3	?	1%	24µM*
> COc1ccc2cc(C(c3nnnn3C3CCCC3)N3CCCCCC3)c3nnnn3c2c1 (stereo unspecified)
 : -3	-22%	2%	-5%	1%	0	-1%	9	2%	11%	4%
> CC(CCc1ccccc1)NC(=O)COC(=O)c1ccccc1Br (stereo unspecified)
 : 3	17%	1%	7%	0%	2	-8%	25	22%	0%[1.84 µM]	2%
> CC(=O)Nc1ccc(C(=O)COC(=O)c2cccs2)c(F)c1
 : 3	nt	?	nt	4%	nt	2.8µM*	26	0%	3.5µM*	3.4µM*
> O=S(=O)(c1ccc2nc(N3CCN(c4ccccc4F)CC3)ccc2c1)N1CCCCC1
 : 3	-11%	-3%	-22%	6%	nt	-4%	-4	0%	-10%	1%&-3%
> COCCN(CC(=O)Nc1cccc(S(=O)(=O)N2CCCC2)c1)Cc1nc2ccccc2c(=O)[nH]1
 : 1	nt	-3%	nt	-9%	nt	-2%	1	1%	-1%	3%
> COc1ccc(NC(=O)c2ccco2)cn1
 : 7	-6%	10%	17%	-1%	-1	9%	1	1%	15%	-15%
> Cc1oc(-c2ccccc2)cc1C(=O)Nc1ccc2ccccc2c1
 : 24	-11%	2%	7%	3%	nt	10%	8	-4%	0%	?
> CC1Cc2cc(/C(O)=C3/C(=O)C(=O)N(CCCn4ccnc4)C3c3ccco3)ccc2O1 (stereo unspecified)
 : -2	8%	?	2%	2%	-5	?	-4	-4%	2.8µM*	15µM*
> COC(=O)c1c(N)sc2c1CCN(c1ncc(C(F)(F)F)cc1Cl)C2
 : -8	1.6µM*	-11%	?	-3%	1	-3%	17	-2%	-5%	2%[2.3 µM]
> COc1cc(C2N(c3ccccc3)CCN2c2ccccc2)ccc1OC(C)=O
 : nt	37%	2%	2%	10%	-3	10%	16	2%	18%	-11%
> CC(=O)c1sc(NC(=O)CCNC(=O)c2ccco2)nc1-c1ccccc1
 : -26	?	-5%	-1%	6%	nt	-2%	-10	0%	-7%	-7%
> CC1CCc2c(sc(NC(=S)NC(=O)c3ccccc3)c2C#N)C1 (stereo unspecified)
 : -5	-45%	14%	-7%	0%	-2	27%	-14	4%	29%	?
> N#C/C(=C(/O)COc1ccc(Cl)cc1)c1nc2ccccc2s1
 : 19	-18%	-10%	-3%	3%	11	4%	-22	8%	-2%	24µM*
> S=C(Nc1ccccc1)Nc1nc2ccccc2n1CCOc1ccc(Cl)cc1
 : -17	2.2µM*	?	1.8µM*	-11%	1	-3%	13	-1%	2%	-9%

Profiles, looked up by structure. Order of values: KCNH2 3.1 inh	RORgamma inh	ELG1 genotox	Gal4-VP16 FLuc	uPA surface inh	FBPA coupling cs	NPC1 prom act	Giardia kill	Tb PFK block	Rab9 promoter act	FLuc modulator
CCN(C(=O)CCS(=O)(=O)c1ccc(Br)cc1)c1ccc2c(c1)OCO2 in the list: -1	-1%	-2%	-3%	-2%	-2	-1%	-8	3%	0%	0%
S=C(Nc1ccccc1)Nc1nc2ccccc2n1CCOc1ccc(Cl)cc1 in the list: -17	2.2µM*	?	1.8µM*	-11%	1	-3%	13	-1%	2%	-9%

(cont.)
Values run as follows: KCNH2 3.1 inh	RORgamma inh	ELG1 genotox	Gal4-VP16 FLuc	uPA surface inh	FBPA coupling cs	NPC1 prom act	Giardia kill	Tb PFK block	Rab9 promoter act	FLuc modulator
> CC(C)Oc1ccc(C(=O)NC2CCN(Cc3ccccc3)CC2)cc1
 : -38	25%	-7%	-1%	-4%	1	3%	23	0%	-7%	4%
> CCCCC(=O)Nc1nc(C)c(-c2csc(Nc3cc(Cl)ccc3OC)n2)s1
 : -3	23%	-7%	-16%	4%	0	-9%	5	1%	-2%	-9%
> CC(C)OC(=O)c1cccc(C(=O)Nc2cccc(NC(=O)c3cccc(C(=O)OC(C)C)n3)n2)n1
 : nt	5%	-10%	2%	7%	1	-11%	-4	0%	-2%	0%
> CC(C)Cn1c(N)c(C(=O)COC(=O)Cc2cccs2)c(=O)n(C)c1=O
 : nt	?	-3%	?	-1%	nt	2%	5	-1%	-5%	5%
> O=C(COC(=O)CNC(=O)c1cccc([N+](=O)[O-])c1)Nc1ccccc1OC(F)F
 : -12	12%	-5%	9%	-2%	1	-1%	-21	0%	-3%	2%
> C=CCn1c(SCC(=O)Nc2ccccc2C)nc2sc(C)c(C)c2c1=O
 : -3	35µM*	2%	20µM*	0%	3	-1%	-10	0%	-2%	4%
> O=C1[C@H]2[C@@H](c3ccc(F)cc3)N3C(=O)N(c4ccc(Br)cc4)C(=O)[C@@]3(Cc3ccccc3)[C@H]2C(=O)N1C1CCCCC1
 : -1	11%	-4%	0%	10%	-10	-9%	-8	-2%	-3%	1%
> NS(=O)(=O)c1cccc(NC(=O)COC(=O)CCSc2ccccc2)c1
 : -1	-15%	0%	-15%	-7%	3	-2%	1	-4%	-10%	-12%

Copied from above for reference:
Values run as follows: KCNH2 3.1 inh	RORgamma inh	ELG1 genotox	Gal4-VP16 FLuc	uPA surface inh	FBPA coupling cs	NPC1 prom act	Giardia kill	Tb PFK block	Rab9 promoter act	FLuc modulator
> O=C(COC(=O)CNC(=O)c1cccc([N+](=O)[O-])c1)Nc1ccccc1OC(F)F
 : -12	12%	-5%	9%	-2%	1	-1%	-21	0%	-3%	2%
> C=CCn1c(SCC(=O)Nc2ccccc2C)nc2sc(C)c(C)c2c1=O
 : -3	35µM*	2%	20µM*	0%	3	-1%	-10	0%	-2%	4%
> O=C1[C@H]2[C@@H](c3ccc(F)cc3)N3C(=O)N(c4ccc(Br)cc4)C(=O)[C@@]3(Cc3ccccc3)[C@H]2C(=O)N1C1CCCCC1
 : -1	11%	-4%	0%	10%	-10	-9%	-8	-2%	-3%	1%
> NS(=O)(=O)c1cccc(NC(=O)COC(=O)CCSc2ccccc2)c1
 : -1	-15%	0%	-15%	-7%	3	-2%	1	-4%	-10%	-12%
